# Compound activity deposited in PubChem by several laboratories.
# Bcl-B displacement: displacers of TR3 peptide from Bcl-B, primary screen, selectivity assay for Bfl-1 inhibitor project, biochemical, fluorescence polarization. FP displacement of FITC-TR3 peptide from Bcl-B; higher % means a stronger effect. one-dose displacement, % at 20 µM; IC50 in µM for titrated hits. 96,000 compounds, 0.11% hits;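 active = displacement above 50% at 20 µM plus a fluorescence interference ratio under 1.5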;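 note: plate controls were wells without compound for no effect and wells lacking Bcl-B protein for full effect; a part of the inactive calls stands beside numbers as strong as those of hits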
# MRP resist rev: compounds reversing MRP-mediated drug resistance | 85,000 compounds, 0.04% hits | H69AR cells + 2 uM doxorubicin, CellTiter-Glo, 72 h | AID 602 | differential viability (reversal), % at 10 µM;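 active = viability drop by adding the cancer drug above about 55%, with treated viability meeting a 40% cutoff, limit read from the data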;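 note: viability without doxorubicin minus viability with 2 µM doxorubicin for each compound; larger differential means the compound sensitizes cells more to doxorubicin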
# IL1B NFkB pot: enhances IL-1B driven NFkB nuclear translocation. HUVEC IL-1B NFkB p65 nuclear translocation imaging. activation, % at 2 µM. 94,000 compounds, 0.3% hits;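 active = activation above 40%, about the mean plus 3 SD, also judged a hit on visual image review; inconclusive = activation above 40% but not a hit on visual review; inactive = activation not above 40% and no visual hit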;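 note: percent activation is computed from the nuclear over cytoplasmic p65 intensity ratio; values of inactives mirror those of a sister screen read the other way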
# IL1B NFkB inh: blocks IL-1B driven NFkB nuclear translocation in HUVEC cells | HUVEC IL-1B NFkB p65 nuclear translocation imaging | inhibition, % at 2 µM | 94,000 compounds, 0.43% hits | AID 796;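 active = inhibition above about 30% together with a positive call from visual inspection of the well image, limit read from the data; inconclusive = inhibition above a set limit but visual check negative; inactive = inhibition not above a set limit, visual check negative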;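 note: nuclear over cytoplasmic p65 intensity ratio measured by imaging; 0% = IL-1B stimulated DMSO wells and 100% = unstimulated DMSO wells; values of inactives mirror those of a sister screen read the other way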
# PLAP inhibitors HTS: PLAP enzyme inhibitors, biochemical, luminescence, HTS (AID 690) | one-dose inhibition, % at 20 µM; IC50 in µM for titrated hits | 96,000 compounds, 0.08% hits | purified PLAP, luminescent substrate; higher % means a stronger effect; in the data active = a potency from the dose series; inactive = the rest, 99 in 100 with inhibition below about 30%; note: strong numbers were not always called active
# MRP resist rev cytotoxicity: further read-out of MRP resist rev, marked with its call; viability, %; H69AR cells, CellTiter-Glo, 72 h; measured here: cytotoxicity without doxorubicin
# MRP resist rev with doxorubicin: second read-out of MRP resist rev, no call of its own (marks repeat the call); viability, %; measured here: viability with 2 uM doxorubicin; active compounds read low
# IL1B NFkB inh cell count 2 µM: further read-out of IL1B NFkB inh, marked with its call; cell count; measured here: cells passing quality filter;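 raw number of nuclei counted in each imaged well without normalization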
# IL1B NFkB pot cell count 2 µM: also measured in IL1B NFkB pot; calls as there; cell count; measured here: cells passing quality filter
# * marks the source's active call; other numbers are inactive results; ? = inconclusive; nt = no result given. An excerpt (hit frequency here may not be typical).
SMILES,Bcl-B displacement,MRP resist rev,MRP resist rev cytotoxicity,MRP resist rev with doxorubicin,IL1B NFkB pot,IL1B NFkB pot cell count 2 µM,IL1B NFkB inh,IL1B NFkB inh cell count 2 µM,PLAP inhibitors HTS
CC(C)NC(=O)NC(=O)CSc1nnc(COc2ccccc2F)n1C(C)C1CC2CCC1C2 (configuration not stated),-6%,-17,53,70,2,174,-2,174,-32%
CC1CCC2(CC1)SCC(=O)N2c1ccccc1 (configuration not stated),nt,10,88,78,5,141,-5,141,nt
O=C(NCCc1ccccc1)c1noc2c1CCc1ccccc1-2,12%,-10,84,94,?,nt,-46,117,-6%
CCOC(=O)N/N=C/c1ccccc1F,-4%,nt,nt,nt,-1,140,1,140,5%
CC(=O)c1cccc(N(C(=O)c2ccccn2)C(C(=O)NC2CCCCC2)c2cccs2)c1 (configuration not stated),1%,nt,nt,nt,2,148,-2,148,-36%
Cc1ccc(S(=O)(=O)N2CCCC(C(=O)NCCC3=CCCCC3)C2)cc1 (configuration not stated),0%,6,92,86,3,60,-3,60,23%
O=C1NCCCc2nc(Oc3ccccc3)sc21,1%,-3,95,97,11,198,-11,198,13%
CN(C(=O)c1ccc(S(=O)(=O)N2CCCC2)cc1)C1CCCCC1,0%,-11,85,95,14,140,-14,140,5%
CCCCCC(=O)Nc1nc(C)c(-c2csc(Nc3ccccc3OC)n2)s1,-11%,nt,nt,nt,-11,156,11,156,-9%
Cc1c(NC(=O)CC(O)(C(F)(F)F)C(F)(F)F)c(=O)n(-c2ccccc2)n1C,-10%,7,88,81,1,106,-1,106,10%
N#Cc1nc(-c2ccco2)oc1N1CCC(C(N)=O)CC1,-12%,5,88,83,-7,86,7,86,13%
Cc1cc(SCC(=O)NC(=O)NCc2ccco2)nc2c(C)cccc12,10%,3,65,63,nt,nt,nt,nt,-8%
Cn1ncc2c(Nc3cccc(C(=O)O)c3)ncnc21,-8%,-17,93,110,15,73,-15,73,3%
CCn1c(CNC(=O)COc2ccc(C(C)C)cc2)nnc1SCC(=O)Nc1ccccc1,3%,nt,nt,nt,-8,193,8,193,-62%
COc1ccc(NS(=O)(=O)c2ccc(N)c(C(=O)O)c2)cc1,17%,0,68,68,-2,107,2,107,-8%
COc1cccc(NC(=O)CCCOc2cc(=O)n(C)c3ccccc23)c1,5%,11,87,76,-13,148,13,148,-22%
CN(CC(=O)N1CC=C(c2ccccc2)CC1)S(=O)(=O)c1cnc[nH]1,7%,8,90,82,-6,76,6,76,-37%
O=C(Nc1nc(-c2ccccc2)cs1)C1CCCN(S(=O)(=O)c2cccc([N+](=O)[O-])c2)C1 (configuration not stated),1%,nt,nt,nt,2,162,-2,162,-35%
Cc1cccc2cc(CN(Cc3ccco3)C(=O)Nc3cccc(C#N)c3)c(Cl)nc12,-6%,nt,nt,nt,5,155,-6,155,-3%
O=S(=O)(c1ccc2ccccc2c1)N(CC(O)COCc1ccco1)c1ccccc1 (configuration not stated),-4%,14,88,75,-4,165,4,165,-12%
COc1ccc(N2C(=O)[C@@H]3Cc4ccccc4CN3C2=O)cc1,-3%,21,99,78,-4,171,4,171,14%
COc1cc2c(cc1NC(=S)Nc1cccc(C(F)(F)F)c1)oc1ccccc12,-62%,-33,30,64,-4,172,4,172,11%
COc1ccccc1-c1cc(C(F)(F)F)nc(N2CCN(c3ccc(F)cc3)CC2)n1,nt,nt,nt,nt,2,176,-2,176,nt
CCc1ccc(OCC(=O)Nc2cc(S(=O)(=O)CC)ccc2O)cc1,25%,nt,nt,nt,-6,125,6,125,-13%
CCOc1ccc(C(=O)Nn2cnnc2)cc1,1%,3,95,93,nt,nt,nt,nt,4%
N#CC1=C(N)OC2=C(C(=O)CCC2)C1c1ccc(OC(=O)N2CCOCC2)cc1 (configuration not stated),-3%,-16,81,97,nt,nt,nt,nt,-38%
COC(=O)/C(=C\c1c[nH]c2ccccc12)NC(C)=O,-9%,nt,nt,nt,-1,177,1,177,-8%
CC(=O)NC(CCS(C)(=O)=O)C(=O)Nc1c(F)cccc1F (configuration not stated),6%,-7,87,94,7,190,-7,190,-18%
NC(=O)c1c(NC(=O)CSc2nnc(Cc3ccccc3)n2Cc2ccco2)sc2c1CCC2,-5%,-15,6,20,-17,134,17,134,-11%
O=C(c1cc2cc(Cl)ccc2oc1=O)N1CCCC1,nt,-9,86,95,5,120,-5,120,nt
COC(=O)C(C)(C(=O)OC)c1ccccc1[N+](=O)[O-],-8%,-8,91,100,-8,112,8,112,19%
Cc1nn(Cc2ccc(Cl)cc2Cl)c(C)c1NC(=O)NC12CC3CC(CC(C3)C1)C2,6%,nt,nt,nt,13,181,-12,181,-259%
CCn1c(Cc2ccccc2)nnc1SCC(=O)c1cccc([N+](=O)[O-])c1,4%,nt,nt,nt,3,101,-3,101,4%
Cc1ccc(C(C)NC(=O)c2c(C)noc2C)cc1C (configuration not stated),-7%,0,98,98,19,126,-19,126,1%
CCOc1ccc(N(CC(=O)NCc2ccccc2)S(=O)(=O)c2c(C)noc2C)cc1,-3%,7,81,74,4,72,-4,72,16%
COc1ccc2c(c1)CCCC21NC(=O)NC1=O (configuration not stated),3%,5,110,104,-9,133,9,133,6%

# Four entries drawn at random from those above, as already listed:
SMILES,Bcl-B displacement,MRP resist rev,MRP resist rev cytotoxicity,MRP resist rev with doxorubicin,IL1B NFkB pot,IL1B NFkB pot cell count 2 µM,IL1B NFkB inh,IL1B NFkB inh cell count 2 µM,PLAP inhibitors HTS
Cc1nn(Cc2ccc(Cl)cc2Cl)c(C)c1NC(=O)NC12CC3CC(CC(C3)C1)C2,6%,nt,nt,nt,13,181,-12,181,-259%
CCOc1ccc(N(CC(=O)NCc2ccccc2)S(=O)(=O)c2c(C)noc2C)cc1,-3%,7,81,74,4,72,-4,72,16%
N#CC1=C(N)OC2=C(C(=O)CCC2)C1c1ccc(OC(=O)N2CCOCC2)cc1 (configuration not stated),-3%,-16,81,97,nt,nt,nt,nt,-38%
CCn1c(Cc2ccccc2)nnc1SCC(=O)c1cccc([N+](=O)[O-])c1,4%,nt,nt,nt,3,101,-3,101,4%

# The list continues.
SMILES,Bcl-B displacement,MRP resist rev,MRP resist rev cytotoxicity,MRP resist rev with doxorubicin,IL1B NFkB pot,IL1B NFkB pot cell count 2 µM,IL1B NFkB inh,IL1B NFkB inh cell count 2 µM,PLAP inhibitors HTS
COC(=O)c1cn(NC(=O)C2COc3ccccc3O2)c(=O)c2ccccc12 (configuration not stated),0%,3,98,95,37,127,-37,127,-34%
CNC(=O)c1cc2cccc(OC)c2oc1=O,nt,11,93,82,5,125,-5,125,nt
CNC(=O)c1cc2cc(OC)ccc2oc1=N,6%,-6,91,97,nt,nt,nt,nt,27%
O=C(c1ccco1)N1CCC(c2nc(-c3ccc(F)cc3)no2)CC1,-8%,12,102,89,7,57,-7,57,-10%
N#CC1=C(N)Oc2n[nH]c(-c3ccc(F)cc3)c2C1c1ccncc1 (configuration not stated),-8%,-2,100,102,nt,nt,nt,nt,-22%
O=C(Nc1ccccc1Cl)ON=C1c2ccccc2-c2ccccc21,-9%,nt,nt,nt,1,59,-1,59,16%
COc1ccc2cc3cc(C(=O)NCc4ccc5c(c4)OCO5)oc3nc2c1,-4%,2,94,92,-4,179,4,179,15%
O=C(O)CN1C(=O)CC(Cc2ccc(Cl)cc2)C1=O (configuration not stated),0%,-1,101,101,-6,212,6,212,10%
Cc1cccc(NC(=O)CSc2nnc(-c3ccco3)c(-c3ccco3)n2)c1C,37%,4,74,70,-3,164,3,164,-8%
CCOc1ccccc1NC(=O)CN(Cc1ccccc1)S(C)(=O)=O,-4%,3,92,90,1,140,-1,140,-37%
CC1(C)CC(OC(=O)c2ccco2)CC(C)(C)N1O,-10%,-16,90,106,4,174,-4,174,1%
CCn1c(=N)c(C(=O)NC)cc2c(=O)n3cccc(C)c3nc21,3%,-5,75,80,nt,nt,nt,nt,17%
CC1(C)C(=O)OC(c2cccs2)C(C)(C)C1=O (configuration not stated),13%,8,98,90,0,119,0,119,-10%
CCn1c2ccccc2c2cc(NC(=O)CSc3nnc(-c4ccc(OC)c(OC)c4)n3N)ccc21,-26%,-19,22,41,29,80,-29,80,-60%
COc1ccccc1N1CCN(CC(=O)c2c(C)[nH]c3ccccc23)CC1,-16%,-23,42,65,-1,138,1,138,-39%
CC1(C)CC(=O)C2=C(C1)Nc1ccccc1N=C2,nt,0,0,1,2,156,-2,156,nt
CCN1CCN(CCNC(=O)CS(=O)(=O)Cc2nc(-c3ccc(C)cc3)oc2C)CC1,3%,-3,88,91,nt,nt,nt,nt,-57%
COc1ccc(C2c3c(oc4ccc(C)cc4c3=O)C(=O)N2c2cc(C)ccn2)cc1OC (configuration not stated),0%,nt,nt,nt,-3,117,3,117,-44%
COc1ccc(S(=O)(=O)Nc2cc(Sc3ncn[nH]3)c(O)c3ccccc23)cc1,10%,nt,nt,nt,25,150,-25,150,-75%
COCCCNC(=O)/C=C/c1ccc(Cl)cc1Cl,8%,nt,nt,nt,11,157,-11,157,5%
CN=C1SC(CC(=O)Nc2ccccc2F)C(=O)N1C (configuration not stated),-7%,8,94,86,nt,nt,nt,nt,-23%
COc1ccccc1-c1cc(C(=O)N/N=C/C=C/c2ccccc2[N+](=O)[O-])c2ccccc2n1,16%,nt,nt,nt,42*,174*,-42,174,-71%
COc1cc2c(cc1OC)C(COc1ccc(F)cc1)N(C(=O)c1ccco1)CC2 (configuration not stated),0%,5,88,82,16,79,-16,79,-71%
O=C(Nc1ccccc1)N1CCN(Cc2ccc3c(c2)OCO3)CC1,-5%,11,94,84,-8,171,8,171,8%
COc1ccc(/C(O)=C2\C(=O)C(=O)N(CCN(C)C)C2c2cc(OC)c(OC)c(OC)c2)c(C)c1 (configuration not stated),-1%,-4,92,97,12,82,-12,82,-2%
Fc1cccc(-n2c(-c3ccco3)nc3nc4ccccc4nc32)c1,4%,5,94,89,?,nt,-40,131,6%
COc1ccc(CCNC(=O)CSc2nc(O)c(C(C)C)c(=O)[nH]2)cc1OC,nt,13,86,72,13,137,-13,137,nt
CCOC(=O)CSc1nnc(CNC(=O)c2ccc(OC)cc2)n1C1CCCCC1,-2%,0,99,99,24,137,-24,137,-26%
COc1cccc(NC(=O)Nc2ccc3c(c2)N(C)C(=O)CS3)c1,-11%,-4,65,69,-1,192,1,192,-12%
Cc1ccc(NC(=O)C2CCCN2S(=O)(=O)c2ccc3c(c2)CCC(=O)N3)cc1Cl (configuration not stated),-14%,-3,84,87,nt,nt,nt,nt,-23%
CN(C(=O)CSc1nc(C2CC2)nc2ccccc12)c1nc(-c2ccccc2)cs1,-4%,nt,nt,nt,-7,105,7,105,11%
COc1cccc(/C=N/NC(=O)CC(=O)NCCc2ccc(OC)c(OC)c2)c1,-1%,nt,nt,nt,5,182,-5,182,2%
CCN1C(=O)C2C(C1=O)N1C(c3cccs3)C3C(=O)N(CC)C(=O)C3N1C2c1cccs1 (configuration not stated),-6%,nt,nt,nt,-3,118,3,118,-5%
Cn1c(N/N=C/c2cccs2)cc(=O)n(C)c1=O,-10%,7,99,92,-10,177,10,177,12%
Cc1[nH]nc2c1C(c1ccoc1)C(C#N)=C(N)O2 (configuration not stated),4%,13,97,84,-9,83,9,83,nt
Cc1ccc(-c2nnn(CC(=O)Nc3ccccc3N3CCOCC3)n2)cc1,0%,-1,76,77,6,197,-6,197,12%
CCOC(=O)N1CCC(NCCNC(=O)c2cccs2)CC1,-4%,8,79,71,15,115,-15,115,-4%
CCCn1c(O)c(CN2CCCC(C)C2)c(C)c(C#N)c1=O (configuration not stated),-4%,3,105,102,4,165,-4,165,-6%
Cc1sc(-c2ccncc2)nc1OC(=O)c1ccccc1,51%,-10,96,106,-2,194,2,194,-29%
O=C(C(Cl)Cl)N1c2ccccc2OCC1c1ccccc1 (configuration not stated),0%,nt,nt,nt,0,114,0,114,-11%
O=C(C1CCC1)N1CCc2cc(S(=O)(=O)N3CCCCC3)ccc21,4%,nt,nt,nt,5,127,-6,127,31%
COc1ccc(CNC(=O)c2cnc(C)cn2)cc1,3%,nt,nt,nt,8,167,-8,167,-16%
